GLD-1 RNA inh = GLD-1-TGE RNA interaction inhibition (C. elegans). inhibition, % at 5.96 µM. 0.44% of 320,000 active. purified GLD-1 + fluorescein TGE RNA, fluorescence polarization. Q17339;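 active = percent inhibition above a per-plate cutoff, the plate mean of test compounds plus 3 SD, cut at about 30% in these data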;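 note: 0% = DMSO wells with GLD-1 and probe and 100% = wells lacking GLD-1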
Bcl-xL primary = Bcl-xL (human) inhibition | Q07817 | GST-Bcl-xL / FITC-Bim BH3 peptide fluorescence polarization | inhibition, % at 10.9 µM | 0.7% of 320,000 active | AID 2129;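 active = inhibition above the mean of all tested compounds plus 3 SD, cutoff set per campaign, cut at about 30% in these data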;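 note: 0% = DMSO wells and 100% = unlabeled Bim-BH3 peptide competitor; inhibitors lower millipolarization by displacing the labeled peptide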
Fam108B counter = Fam108B inhibition, counter-screen for RBBP9 inhibitors; recombinant Fam108B, FP-Rh probe fluorescence polarization; inhibition, % at 9.51 µM; 0.33% of 300,000 active; AID 1947;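 active = inhibition above the screen mean inhibition plus 3 SD, computed separately per campaign, cut at about 18% in these data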;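 note: inhibitors lower polarization as less probe binds the enzyme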
VLA-4 inh = inhibition in a human VLA-4 binding assay | P13612 | VLA-4 expressing cells, ligand binding flow cytometry | inhibition, % (about 7 µM as worked out from the volumes in the protocol) | 0.2% of 330,000 active | AID 2557; in the data active = inhibition above about 50%
GRK2 inh = blocks RNA aptamer binding to human GRK2; bead flow cytometry, FAM-aptamer displacement from GRK2; P25098; AID 488847; 0.59% of 330,000 active; inhibition of aptamer binding, % at 10 µM;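 active = inhibition of aptamer binding above 40%, roughly 3 SD of noise, on plates passing a quality check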;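 note: median bead fluorescence of bound FAM aptamer so fluorescent compounds give negative values; no value below 0 was filed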
Target sequence (P25098 whole entry, looked up): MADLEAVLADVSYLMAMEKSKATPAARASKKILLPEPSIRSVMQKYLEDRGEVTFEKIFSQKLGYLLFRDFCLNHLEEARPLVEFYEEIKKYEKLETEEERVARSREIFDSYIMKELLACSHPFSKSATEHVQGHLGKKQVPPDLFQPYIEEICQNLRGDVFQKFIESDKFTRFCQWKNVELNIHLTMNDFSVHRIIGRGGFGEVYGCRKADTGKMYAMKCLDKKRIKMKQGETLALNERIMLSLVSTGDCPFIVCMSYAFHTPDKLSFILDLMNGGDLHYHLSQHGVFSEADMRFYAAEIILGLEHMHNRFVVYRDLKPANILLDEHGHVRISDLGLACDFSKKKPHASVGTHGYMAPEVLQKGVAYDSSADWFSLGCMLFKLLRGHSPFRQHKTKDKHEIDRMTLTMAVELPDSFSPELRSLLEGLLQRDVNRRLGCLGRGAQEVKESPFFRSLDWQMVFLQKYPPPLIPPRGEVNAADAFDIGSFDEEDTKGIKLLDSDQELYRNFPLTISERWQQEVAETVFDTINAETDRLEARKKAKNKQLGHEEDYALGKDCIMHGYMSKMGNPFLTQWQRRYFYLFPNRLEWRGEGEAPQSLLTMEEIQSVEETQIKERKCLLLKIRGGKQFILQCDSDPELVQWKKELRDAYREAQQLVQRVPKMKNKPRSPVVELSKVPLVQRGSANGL
AGP1 TOR yeast = yeast TOR pathway AGP1-GFP modulation; S. cerevisiae AGP1-GFP multiplex flow cytometry, 3 h; GFP as percent of DMSO wells; GFP response vs DMSO, % at 10 µM; 0.02% of 320,000 active; AID 2066;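 active = GFP response relative to DMSO above a set limit, near screen average plus 3 SD, cut at about 150% in these data; inconclusive = fewer than 70 cells counted for the yeast strain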;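 note: median GFP channel fluorescence of the gated AGP1 strain per well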
MCL1-BIM inh = MCL1-BIM-BH3 interaction inhibition (human); Q07820; GST-MCL1 / FITC-Bim-BH3 fluorescence polarization; inhibition, % at 10.9 µM; 0.68% of 320,000 active;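 active = inhibition above the mean inhibition of all tested compounds plus 3 SD, set per campaign, cut at about 40% in these data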;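 note: 0% = DMSO wells and 100% = unlabeled Bim-BH3 peptide control; higher means more loss of mP so more displacement of Bim peptide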
Target sequence (Q07820 whole entry, looked up): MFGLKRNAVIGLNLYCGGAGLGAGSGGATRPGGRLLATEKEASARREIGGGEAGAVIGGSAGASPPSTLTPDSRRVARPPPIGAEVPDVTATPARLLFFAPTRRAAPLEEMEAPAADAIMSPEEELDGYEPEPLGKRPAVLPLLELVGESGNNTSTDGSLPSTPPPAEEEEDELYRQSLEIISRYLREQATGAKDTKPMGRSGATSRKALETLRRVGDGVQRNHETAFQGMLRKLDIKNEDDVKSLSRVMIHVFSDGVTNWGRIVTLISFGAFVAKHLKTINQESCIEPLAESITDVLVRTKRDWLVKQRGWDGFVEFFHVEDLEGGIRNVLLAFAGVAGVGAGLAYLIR
CIT2 TOR yeast = yeast TOR pathway CIT2-GFP modulation | 0.065% of 320,000 active | GFP response vs DMSO, % at 10 µM | S. cerevisiae CIT2-GFP strain, flow cytometry, 3 h; 100 means same as DMSO wells;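 active = GFP response relative to DMSO above a set limit, near the screen mean plus 3 SD, cut at about 150% in these data; inconclusive = Fewer than 70 cells measured for a yeast strain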;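 note: ratio of well median GFP fluorescence to mean of DMSO wells on the plate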
MEX-5 binding = C. elegans MEX-5 TCR-2 RNA binding activity | Q9XUB2 | MEX-5/FITC-TCR2 RNA binding, fluorescence polarization; active compounds read low | activity score (negative = inhibition of binding), % at 10 µM | 0.38% of 300,000 active;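 active = inhibition past about -25% in most replicates, and total fluorescence under double the plate's negative control median, limit read from the data; inconclusive = replicates evenly split on the limit, or fluorescence at least double controls; inactive = too little inhibition in most replicates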;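 note: 0% = DMSO and -100% = 5 µM competing unlabeled TCR2 RNA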
* hit, by the source's call; ? = inconclusive; . = no result given.

SMILES | GLD-1 RNA inh | Bcl-xL primary | Fam108B counter | VLA-4 inh | GRK2 inh | AGP1 TOR yeast | MCL1-BIM inh | CIT2 TOR yeast | MEX-5 binding
Fc1ccc2c(c1)[C@H]1OCC[C@H]1[C@@H](c1ccco1)N2 | -12 | 3 | -4 | 9 | 0 | 94 | 3 | 84 | -2.6
COCC1CCCN(C(=O)c2cc(COc3cccc4cccnc34)on2)C1 (centres undefined) | -3 | 1 | 3 | 3 | 0 | 105 | -4 | 100 | -0.4
O=C(Nc1nc(-c2cccnc2)cs1)c1ccc(S(=O)(=O)N2CCOCC2)cc1 | 8 | -1 | -5 | 18 | 1 | 112 | 2 | 98 | -0.4
COc1cc(C(=O)Nc2ccc(S(=O)(=O)NC(C)C)cc2)cc(OC)c1OC | 1 | -4 | 2 | 0 | 6 | 90 | 1 | 89 | 2.6
Cc1noc(C)c1CCC(=O)N1CCCC(CCC(=O)NCc2ccc(F)c(F)c2)C1 (centres undefined) | -2 | 0 | 6 | 23 | 0 | 94 | 1 | 98 | -1.6
CCN(CC)CCN(C(=O)c1ccc(S(=O)(=O)N(C)C2CCCCC2)cc1)c1nc2c(C)cccc2s1 | 3 | -3 | -5 | 5 | 0 | 113 | 6 | 103 | 2.2
CNC(=O)CN1C(=O)c2ccccc2S1(=O)=O | 5 | 4 | 0 | -5 | 1 | 110 | 2 | 105 | 0.2
Cc1n[nH]c(C)c1CCNCc1ccc(OCC(O)CN2CCCCC2)cc1 (centres undefined) | 2 | -2 | 3 | 23 | 0 | 92 | 0 | 99 | 5.1
CCOC(=O)c1ccc(COc2ccc(C(C)C)cc2)o1 | 7 | 5 | -6 | 21 | 3 | 100 | 5 | 105 | 1.1
O=C(COc1ncnc2ccccc12)Nc1cccc(S(=O)(=O)N2CCOCC2)c1 | 3 | -2 | 0 | 7 | 0 | 98 | -40 | 103 | 0.5
COc1ccc(NC(=O)CN(C)C(=O)COc2ccccc2Cc2ccccc2)cc1 | 1 | 1 | . | -53 | 0 | 99 | 7 | 96 | .
Cc1cccc(NC(=O)C(c2cccc([N+](=O)[O-])c2)N2CCCCC2)c1 (centres undefined) | 0 | 3 | 3 | -9 | 0 | 103 | 4 | 105 | 0.3
COc1ccc(C(C)NC(=O)c2ccc([N+](=O)[O-])cc2)cc1OC (centres undefined) | 3 | 2 | 2 | 11 | 2 | 95 | 9 | 107 | -0.2
NNC(=O)Cn1nc(-c2ccccc2)c2ccccc2c1=O | . | . | . | 26 | 0 | 90 | . | 96 | -0.2
O=C1CCN1C1(C(=O)NC2CCCCC2)CCCC1 | -3 | 3 | -8 | 7 | 0 | 99 | 12 | 100 | 0.9
CCOC(=O)c1ccc(CNC(=O)C2CCCCC2C(=O)OCC(F)(F)F)o1 (centres undefined) | 5 | 3 | 1 | -5 | 0 | 86 | -1 | 81 | -0.5
COc1cccc(NC(=S)/C(=C(\[O-])c2ccc(C)c([N+](=O)[O-])c2)[n+]2ccccc2)c1 | -9 | 7 | 6 | -4 | 0 | 99 | 6 | 97 | 0.5
O=C(O)c1ccccc1-c1ccccc1C(=O)Nc1cccc(Br)c1 | 3 | 2 | 1 | 3 | 1 | 103 | -2 | 102 | -2.8
COc1ccc(CCC(=O)N(C)CC(=O)Nc2ccc(Cl)c(C(F)(F)F)c2)cc1 | 11 | -1 | -2 | 31 | 2 | 99 | 2 | 98 | 0.6
CC(C)(C)NS(=O)(=O)c1ccc(OCC(=O)NCc2ccco2)cc1 | -3 | 1 | -2 | -1 | 0 | 105 | 3 | 98 | 1.4
CCCCN(CC)C(=O)c1cc2c(=O)[nH]c3ccc(C)cc3c2s1 | . | . | . | 21 | 0 | 100 | . | 88 | 1.9
COc1ccc(-n2c(CCc3ccccc3)nnc2SCC(=O)c2ccc(Cl)cc2)cc1 | 3 | -3 | -2 | -9 | 2 | 95 | -1 | 106 | 0.7
Cc1occc1C(=O)Nc1c(F)cc(F)cc1Br | 8 | 0 | -2 | -6 | 0 | 101 | 13 | 100 | 1.1
O=C(C[n+]1cccc(CO)c1)Nc1nc2ccccc2s1 | 0 | 6 | 2 | -6 | 42* | 102 | 9 | 100 | -0.2
NC(=NCCc1c[nH]c2ccccc12)NS(=O)(=O)c1ccc(F)cc1 | -10 | -1 | 3 | -8 | 22 | 93 | -3 | 93 | 1.9
(cont.)
SMILES | GLD-1 RNA inh | Bcl-xL primary | Fam108B counter | VLA-4 inh | GRK2 inh | AGP1 TOR yeast | MCL1-BIM inh | CIT2 TOR yeast | MEX-5 binding
CCn1c(=O)c([N+](=O)[O-])c(N2CCOCC2)c2ccccc21 | 0 | 6 | -1 | -6 | 8 | 104 | 10 | 92 | -0.9
Cc1c(OC(C)C(=O)NCCCN2CCCC2=O)ccc2c3c(c(=O)oc12)CCCC3 (centres undefined) | 1 | 9 | 0 | -6 | 1 | 99 | 4 | 100 | -0.8
O=C(NNC(=O)c1cc(-c2ccncc2)nc2ccccc12)c1cccc(Cl)c1 | 12 | 2 | 0 | -16 | 0 | 100 | -7 | 108 | -1.8
Cc1ccc(SCC(=O)n2nc(C)cc2C)cc1 | 3 | 8 | 0 | 27 | 2 | 90 | 8 | 95 | -0.6
O=C1N[C@@H](Cc2ccccc2)C(=O)N2CCC[C@@H]12 | 4 | 13 | 2 | 6 | 0 | 100 | 8 | 101 | -0.5
O=C(Cc1cccc(F)c1)N1CCCC(CO)(Cc2ccc(F)cc2F)C1 (centres undefined) | 2 | 2 | -2 | 6 | 2 | 97 | -2 | 95 | 1.9
O=C(COc1ccccc1C(=O)Nc1ccccc1)c1ccc(F)cc1 | 2 | 8 | 3 | 0 | 1 | 103 | 5 | 100 | -1.9
COc1cc2c(cc1OC)C(c1ccccc1)=NCC2 | 6 | 3 | 0 | 3 | 1 | 104 | 0 | 108 | -1.6
O=C1[C@@H]2CSCN2C(=O)CN1Cc1cccc(C(F)(F)F)c1 | 5 | 2 | 0 | 8 | 1 | 103 | 2 | 100 | 0.6
C=CCOc1ccc(C2=NOC(C(=O)Nc3ccc4c(c3)OCCO4)C2)cc1OC (centres undefined) | 4 | 4 | 2 | -9 | 6 | 103 | 2 | 107 | 1.0
COc1ccc(NC(=O)COc2ccc(N(C)S(=O)(=O)c3ccc(Cl)cc3)cc2)cc1OC | 7 | -2 | 2 | -6 | 0 | 99 | -2 | 82 | 4.3
O=C(CSc1oc(-c2ccc(F)cc2)nc1S(=O)(=O)c1ccccc1)NCC1CCCO1 (centres undefined) | -1 | -2 | -1 | 2 | 1 | 95 | 5 | 93 | -0.9
O=C(NCCc1csc(-c2cccnc2)n1)c1cccc2ccccc12 | 0 | 7 | -1 | 5 | 0 | 94 | 10 | 90 | 0.4
CCNc1nc(C#N)nc2c1ncn2-c1cc(F)cc(F)c1 | -7 | -9 | . | 0 | 6 | 104 | -14 | 99 | .
O=c1c2ccccc2n2cnnc2n1-c1ccccc1 | -5 | 2 | 0 | -5 | 0 | 91 | -4 | 94 | -3.1
COC(=O)c1sc(NC(=O)c2ccco2)nc1C | 1 | -3 | 1 | 8 | 6 | 97 | -2 | 114 | 1.2
COC(=O)CCCC1=CC2=CC(=O)C(C)(OC(=O)c3cccs3)C(=O)C2=CN1Cc1ccccc1 (centres undefined) | 10 | 9 | 3 | 8 | 3 | 97 | 8 | 112 | -2.6
CCCCN1C(=O)c2ccc(C(=O)Nc3ccccc3N3CCOCC3)cc2C1=O | 15 | -1 | 5 | -5 | 0 | 101 | -1 | 100 | .
c1ccc(C2CC(c3cccs3)=NN2c2ccccc2)cc1 (centres undefined) | -8 | -11 | -5 | -1 | 3 | ? | -14 | ? | 1.7
C=CCNc1nc(Cl)ncc1F | -4 | -1 | 5 | 0 | 0 | 119 | 1 | 116 | .
COc1ccc(C2=NN(C(=O)CN3CCCCC3)C(c3ccc(C)cc3)C2)cc1 (centres undefined) | 3 | -4 | 1 | 0 | 0 | 100 | 2 | 100 | 0.6
COc1cc(S(=O)(=O)Nc2ccc(Br)cc2)ccc1N | 1 | 10 | 0 | 4 | 1 | 106 | 7 | 105 | -2.0
CC(C)(C)N(Cc1ccccc1)C(=O)CSc1nnc(CNc2ccc(F)cc2)o1 | 9 | 4 | 4 | -7 | 1 | 99 | 3 | 101 | 0.4
COC(=O)c1sc(NC(=O)Cc2cccs2)nc1C | -1 | 0 | 5 | -2 | 0 | 95 | 2 | 87 | -0.1
Cc1ccc(-n2c(Cc3cccs3)nnc2SCC(=O)OC(C)C)cc1 | 0 | 5 | 0 | -3 | 0 | 99 | 7 | 96 | 2.1
Other records:
SMILES | GLD-1 RNA inh | Bcl-xL primary | Fam108B counter | VLA-4 inh | GRK2 inh | AGP1 TOR yeast | MCL1-BIM inh | CIT2 TOR yeast | MEX-5 binding
CCOC(=O)N1CCC2(CC1)C(C#N)=C(N)OC1=C2C(=O)CC(C)C1 (centres undefined) | 6 | 1 | 0 | -2 | 0 | 107 | -9 | 112 | -1.6
COC(=O)c1sccc1NC(=O)CSc1ccccc1N | 1 | 2 | 2 | 5 | 2 | 104 | 8 | 101 | 0.3
CCOc1ccc(C(=O)NCC(=O)OCc2c(C)noc2C)cc1OCC | -4 | -5 | -2 | 6 | 1 | 102 | 2 | 106 | -2.8
CCOP(=O)(OCC)C(NC(=O)Nc1ccccc1)C(N)=O (centres undefined) | 10 | 3 | -3 | -17 | 0 | ? | 4 | ? | -0.4
COc1ccc(CCNC(=O)c2c(C)nc3ccccn23)cc1OC | -1 | 4 | -1 | 0 | 1 | 109 | -3 | 97 | 1.2
CC1CN(Cc2c(O)ccc3c2oc(=O)c2ccccc23)CC(C)O1 (centres undefined) | -3 | 18 | 4 | -11 | 7 | 105 | 10 | 90 | -29*
CCNC(=O)N1CCCC(C(=O)c2ccc(OC)c(OC)c2)C1 (centres undefined) | 0 | -1 | -1 | 13 | 2 | 105 | 8 | 100 | -1.3
Nc1ccc(C2(c3ccc(N)cc3)C(=O)Nc3ccccc32)cc1 | 2 | -2 | 5 | 6 | 1 | 101 | -5 | 102 | 3.3
Cc1cc(C)c(NC(=S)N(Cc2cccnc2)Cc2ccco2)c(C)c1 | -6 | -1 | -4 | 7 | 0 | 105 | 3 | 94 | 2.5
O=C(CSc1nnc(-c2ccccc2Br)o1)Nc1nncs1 | 9 | 5 | 1 | 6 | 2 | 97 | 1 | 103 | -2.8
C=C(C)C(=O)Nc1cccc(C2=NOC3(C2)C[C@@H](C(N)=O)N(C(=O)[C@H]2CCC(=O)N2)C3)c1 (some centres undefined) | 2 | 1 | 0 | -13 | 1 | 97 | -5 | 100 | -0.3

An excerpt from above in order of length of the SMILES, high to low:
SMILES | GLD-1 RNA inh | Bcl-xL primary | Fam108B counter | VLA-4 inh | GRK2 inh | AGP1 TOR yeast | MCL1-BIM inh | CIT2 TOR yeast | MEX-5 binding
CCOC(=O)N1CCC2(CC1)C(C#N)=C(N)OC1=C2C(=O)CC(C)C1 (centres undefined) | 6 | 1 | 0 | -2 | 0 | 107 | -9 | 112 | -1.6
Cc1cc(C)c(NC(=S)N(Cc2cccnc2)Cc2ccco2)c(C)c1 | -6 | -1 | -4 | 7 | 0 | 105 | 3 | 94 | 2.5
CCOP(=O)(OCC)C(NC(=O)Nc1ccccc1)C(N)=O (centres undefined) | 10 | 3 | -3 | -17 | 0 | ? | 4 | ? | -0.4
O=C(CSc1nnc(-c2ccccc2Br)o1)Nc1nncs1 | 9 | 5 | 1 | 6 | 2 | 97 | 1 | 103 | -2.8
COC(=O)c1sccc1NC(=O)CSc1ccccc1N | 1 | 2 | 2 | 5 | 2 | 104 | 8 | 101 | 0.3
